Fam108B inh = counter-screen for RBBP9 inhibitors: inhibitors of mouse Fam108B; recombinant Fam108B, FP-Rh probe fluorescence polarization; inhibition, % at 9.51 µM; hit rate 0.33% among 300,000; AID 1947;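 active = inhibition above the screen mean inhibition plus 3 SD, computed separately per campaign, cut at about 18% in these data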;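 also: inhibitors lower polarization as less probe binds the enzyme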
PAFAH1B2 FP inh = blocks human PAF acetylhydrolase 1b catalytic subunit 2; P68402; recombinant PAFAH1B2, FP-rhodamine activity probe, fluorescence polarization; inhibition, % at 3.39 µM; hit rate 1.2% among 340,000;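 active = inhibition above the mean of all tested compounds plus 3 SD, cut at about 24% in these data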;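 also: 0% = enzyme with DMSO and 100% = wells lacking PAFAH1B2; many of its hits are not listed in these tables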
PME-1 primary = blocks human protein phosphatase methylesterase 1. Q9Y570. recombinant PME-1, FP-Rh probe fluorescence polarization. inhibition, % at 5.9 µM. hit rate 0.53% among 320,000;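 active = inhibition above the campaign mean of all compounds plus 3 SD, cut at about 26% in these data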;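 also: competitive labeling of PME-1 active site by serine hydrolase directed probe; 0% = PME-1 with DMSO and 100% = wells lacking PME-1 enzyme; inhibitors block probe labeling so polarization falls and inhibition rises; many of its hits are not listed in these tables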
Target sequence (Q9Y570 whole entry, looked up): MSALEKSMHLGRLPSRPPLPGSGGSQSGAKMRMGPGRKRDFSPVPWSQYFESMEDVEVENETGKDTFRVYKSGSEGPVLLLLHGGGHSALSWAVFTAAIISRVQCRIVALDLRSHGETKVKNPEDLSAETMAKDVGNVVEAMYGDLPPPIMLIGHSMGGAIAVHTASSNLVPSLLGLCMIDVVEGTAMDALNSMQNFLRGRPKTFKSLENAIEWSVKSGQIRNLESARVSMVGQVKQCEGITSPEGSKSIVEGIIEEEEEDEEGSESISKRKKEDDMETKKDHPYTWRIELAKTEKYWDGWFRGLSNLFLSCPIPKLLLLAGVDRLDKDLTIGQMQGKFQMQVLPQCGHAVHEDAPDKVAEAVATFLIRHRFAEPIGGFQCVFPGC
PAD4 FP inh = inhibitors of human PAD4; Q9UM07; recombinant PAD4, RCA probe fluorescence polarization; inhibition, % at 6.36 µM; hit rate 0.41% among 330,000; AID 485272;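 active = percent inhibition above a cutoff equal to the mean of all tested compounds plus 3 SD, cut at about 15% in these data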;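 also: 0% = PAD4 with RCA probe and DMSO and 100% = probe without PAD4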
LYPLA1 inh = LYPLA1 (human) inhibition in PME1 counter-screen; AID 2174; O75608; recombinant LYPLA1, FP-Rh probe fluorescence polarization; inhibition, % at 5.9 µM; hit rate 0.16% among 320,000;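 active = inhibition above the mean of all tested compounds plus 3 SD, set per campaign, cut at about 14% in these data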;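 also: inhibitors block serine hydrolase probe labeling of LYPLA1 so polarization falls; 0% = enzyme with DMSO and 100% = wells lacking LYPLA1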
PAFAH1B3 FP inh = PAFAH1B3 (human) inhibition. hit rate 0.28% among 340,000. recombinant PAFAH1B3, FP-rhodamine probe, fluorescence polarization. Q15102. inhibition, % at 3.39 µM. AID 492972;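 active = inhibition above the screen-wide average of all tested compounds plus 3 SD, cut at about 25% in these data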;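 also: 0% = enzyme with DMSO only and 100% = wells lacking PAFAH1B3 protein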
GSTO1 inh = blocks human GSTO1 in RBBP9 counter-screen; hit rate 1.1% among 300,000; recombinant GSTO1, activity-based probe fluorescence polarization; AID 1974; inhibition, % at 5.96 µM;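 active = inhibition above the campaign mean inhibition plus 3 SD, cut at about 35% in these data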;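 also: 0% = GSTO1-1 with DMSO and 100% = wells lacking GSTO1-1 enzyme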
Target sequence (P78417 whole entry, looked up): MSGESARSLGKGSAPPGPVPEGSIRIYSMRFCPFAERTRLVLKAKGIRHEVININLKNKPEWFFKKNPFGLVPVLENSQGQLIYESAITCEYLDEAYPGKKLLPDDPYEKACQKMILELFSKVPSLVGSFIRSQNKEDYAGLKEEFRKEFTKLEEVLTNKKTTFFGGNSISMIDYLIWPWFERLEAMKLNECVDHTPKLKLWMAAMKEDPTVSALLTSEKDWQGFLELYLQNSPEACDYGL
pPAFAH inh = inhibitors of human plasma PAF acetylhydrolase (pPAFAH); Q13093; AID 463082; recombinant pPAFAH, FP-rhodamine probe fluorescence polarization; inhibition, % at 3.39 µM; hit rate 1.5% among 330,000;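 active = inhibition above the mean inhibition across the screen plus 3 SD, cut at about 25% in these data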;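 also: inhibitors block binding of the rhodamine activity-based probe so polarization drops; 0% = enzyme with DMSO and 100% = wells lacking pPAFAH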
Target sequence (Q13093 whole entry, looked up): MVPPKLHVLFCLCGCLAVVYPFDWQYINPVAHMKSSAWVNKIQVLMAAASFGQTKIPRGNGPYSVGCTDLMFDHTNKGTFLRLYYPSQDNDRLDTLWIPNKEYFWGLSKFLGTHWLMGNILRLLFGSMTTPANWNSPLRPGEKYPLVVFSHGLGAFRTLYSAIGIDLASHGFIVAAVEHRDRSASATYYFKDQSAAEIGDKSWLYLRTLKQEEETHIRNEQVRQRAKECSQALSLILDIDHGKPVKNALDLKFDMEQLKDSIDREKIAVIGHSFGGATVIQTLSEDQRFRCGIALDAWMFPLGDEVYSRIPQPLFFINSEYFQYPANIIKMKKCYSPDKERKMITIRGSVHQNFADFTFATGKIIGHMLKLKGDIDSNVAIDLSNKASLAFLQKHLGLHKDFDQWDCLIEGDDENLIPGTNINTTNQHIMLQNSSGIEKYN
PAFAH2 FP inh = inhibitors of human PAFAH2; Q99487; recombinant PAFAH2, FP-rhodamine activity probe, fluorescence polarization; inhibition, % at 3.39 µM; hit rate 0.99% among 340,000;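 active = inhibition above the mean over all tested compounds plus 3 SD, cut at about 30% in these data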;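 also: inhibitors block probe labeling of enzyme so polarization drops; 0% = enzyme with DMSO and 100% = wells lacking PAFAH2 protein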
* = called active by the depositor; nt = not tested or not shown. Only part of the results is shown, so the mix of outcomes need not match the whole.

SMILES	Fam108B inh	PAFAH1B2 FP inh	PME-1 primary	PAD4 FP inh	LYPLA1 inh	PAFAH1B3 FP inh	GSTO1 inh	pPAFAH inh	PAFAH2 FP inh
O=C(CC1C[C@H](C(=O)N2CCOCC2)[C@@]2(CCC3CCCC3)c3[nH]c4ccccc4c3CCN2C1=O)NCC12CC3CC(CC(C3)C1)C2 (some centres undefined)	nt	1.4	nt	4.6	nt	3.9	nt	-3.9	-0.6
COCCn1c(C)cc(C2=NNC(=Nc3ccccc3F)SC2)c1C	6.1	5.3	-0.1	-1.0	0.1	5.5	-1.2	7.7	4.4
COc1cccc(N2[C@@H](CC(C)=O)c3cc(C(F)(F)F)ccc3S2(=O)=O)c1	2.6	2.2	-3.8	1.1	-0.7	3.3	5.3	2.1	1.9
Cc1c(S(=O)(=O)Nc2cccc3ccccc23)c(=O)n(C)c(=O)n1C	0.1	5.4	-0.4	-2.7	-0.5	0.3	5.0	4.0	-5.0
COc1cccc(NC(=O)CN(C)C(=O)c2ccc3c(c2)CC(c2ccccc2)OC3=O)c1 (centres undefined)	nt	3.5	-0.1	0.1	-1.5	2.9	nt	1.8	-0.4
Cc1ccc2c(c1)CCCN2C(=O)c1cc2ccccc2oc1=O	-3.8	5.2	-0.5	-1.5	1.4	1.0	2.8	-4.9	-1.0
Cc1nn(C)cc1CNC(=O)c1ccccc1Br	-1.1	7.6	1.8	1.2	2.4	8.0	4.0	-1.3	3.7
CCCNS(=O)(=O)c1ccc(OC)c(Cl)c1Cl	3.9	1.6	7.9	-0.8	2.9	1.6	-3.0	-3.0	1.5
Cc1cccc(C(=O)NCCc2ccccc2)c1	2.6	6.6	-4.1	-4.7	-2.0	15.7	-5.1	-3.8	-0.7
O=C(c1ccc(Cl)c(Cl)c1)N(Cc1ccco1)c1ccc(O)cc1	-1.7	6.9	2.4	-5.2	-4.4	8.2	-10.5	-2.5	-14.5
Cc1ccc(C)c(OCC(=O)Nc2ccc(S(=O)(=O)Nc3ccccn3)cc2)c1	-3.8	0.0	-0.3	1.6	-1.0	-3.2	-3.6	-7.1	-6.7
COc1ccccc1NC(=O)Cn1cnc2sc(C(=O)Nc3cc(OC)c(OC)c(OC)c3)c(C)c2c1=O	-2.4	0.8	-5.0	-0.7	-4.7	5.3	-5.1	-5.4	-6.3
Cc1ccccc1C(=O)OC1OC(=O)C(Cl)=C1N1CCOCC1 (centres undefined)	0.7	6.9	9.9	4.0	4.3	13.1	-2.8	3.8	5.1
O=C(O)c1ccccc1C(=O)NNc1ccc(F)cc1F	2.0	1.9	3.2	-1.1	0.1	3.8	-0.7	7.0	-1.5
COc1ccc(CN2C(=O)CN(C3CCCCCC3)C(=O)C2c2ccc(OC)c(OC)c2)cc1 (centres undefined)	6.7	3.4	3.2	0.4	5.1	1.3	-2.6	-1.5	4.1
Cn1c(=O)c2cc(S(=O)(=O)NC(C(=O)NCc3ccccn3)c3ccccc3)ccc2n(C)c1=O (centres undefined)	-1.4	1.0	-2.2	2.1	-0.2	-2.0	-1.8	-4.2	5.8
N#Cc1c(Cl)c(Cl)c2nnc(-c3ccc(Br)cc3)n2c1Cl	19.3*	nt	17.3	2.5	1.8	nt	-213.7	17.4	nt
COc1ccc(/C=C(\NC(=O)c2ccc(Cl)cc2)C(=O)NCCCN2CCOCC2)cc1OC	-1.5	4.0	-4.3	0.5	1.7	4.3	3.3	-0.7	2.5
CSCCC(=O)N1CCCC(N(C)CCc2ccccc2)C1 (centres undefined)	-0.1	-3.8	-2.0	0.3	-0.6	2.8	7.2	-1.4	-6.1
CC(C)CC(=O)NC(=S)N(Cc1ccccc1)Cc1ccccc1	1.8	-2.1	-2.0	0.2	1.1	-3.5	5.9	1.2	-1.5
COc1ccc(NS(=O)(=O)c2ccc3oc(=O)c4[nH]c(=O)c(=O)n(C)c4c3c2)cc1	4.2	2.4	0.8	4.2	1.1	0.5	31.5	4.3	1.2
O=C(OCC(=O)N1CCOCC1)c1ccc2[nH]c3c(c2c1)CCCC3	4.0	-2.4	-10.7	-3.7	1.0	5.4	12.0	-1.3	2.5
Cc1cc(C)nc(-n2nc(C)cc2NC(=O)CN2CCCC(C)C2)n1 (centres undefined)	1.3	0.0	-2.6	-1.6	-1.5	2.8	6.3	0.3	-11.2
Clc1ccccn1	nt	1.2	1.2	-6.4	-2.1	5.8	nt	-1.8	0.2
COc1ccc(CNC(=O)c2ccccc2SCC(=O)N2CCCC2)cc1OC	-0.7	0.3	-0.9	-2.3	-0.9	11.2	-2.3	6.7	1.3
Additional records
SMILES	Fam108B inh	PAFAH1B2 FP inh	PME-1 primary	PAD4 FP inh	LYPLA1 inh	PAFAH1B3 FP inh	GSTO1 inh	pPAFAH inh	PAFAH2 FP inh
CC(C)(C)C(=O)NC1CC2CCCC(C1)N2C(=O)Nc1ccccc1 (centres undefined)	-0.6	3.6	2.8	3.0	-0.2	10.4	6.4	2.8	5.4
CCC(c1nnnn1CCOC)N1CCN(Cc2ccccc2OC)CC1 (centres undefined)	13.7	1.7	4.5	4.3	-0.2	2.2	-0.6	-0.5	0.7
CC(=O)OC1CCC2(C)C(COc3ccc4ccc(=O)oc4c3)C(C)(O)CCC2C1(C)C (centres undefined)	-1.2	2.4	13.3	-5.6	-7.3	3.2	-12.0	-4.3	-2.2
O=C(NCc1cccnc1)c1cc(-c2ccco2)on1	-2.4	7.0	1.4	-5.4	0.6	10.4	-0.5	0.6	-3.0
COc1ccccc1C1C(C(=O)c2ccc(C)o2)=C(O)C(=O)N1c1cc(C)on1 (centres undefined)	-1.9	0.6	1.2	-2.7	-5.2	6.0	5.6	0.3	6.3
O=C(Nc1ccccc1)c1ccn[nH]1	-0.8	3.3	2.0	-5.0	-5.4	4.3	5.1	4.0	-1.8
CCn1c(C)c2c(C)nnc(C)c2c1C	0.3	4.4	-2.1	1.3	0.8	9.0	10.9	-5.7	5.7
COc1cc2[nH]c(-c3ccc(C)cc3)cc(=O)c2cc1OC	-2.8	4.4	-18.6	-2.3	-2.1	11.4	-8.0	-2.5	-2.1
COC(=O)c1c(C)[nH]c(O)c1C=Nc1ccc(Oc2ccccc2)cc1	-2.3	3.5	-0.4	1.3	-1.5	-0.3	-0.2	4.5	-5.1
CCCCN(C)C(=O)c1cc2cc([N+](=O)[O-])cc(OC)c2oc1=O	2.2	-2.2	2.5	-2.5	2.4	5.5	-1.9	-6.5	3.0
CCC(=O)Nc1ccnc(-c2cccnc2)n1	3.6	1.1	2.5	-1.5	3.8	8.3	5.3	-1.7	-4.3
CC(=O)OCC12COC3c4ccccc4OC(C)(CC1C)C3C2C (centres undefined)	-3.6	4.0	1.4	-1.8	0.6	5.5	4.9	3.9	-10.2
c1csc(Cn2nnnc2CN2CCN(c3nc4ccccc4s3)CC2)c1	0.6	0.7	4.3	0.0	2.5	1.6	-0.5	2.3	8.4
COc1cc(/C=C2/SC(=S)N(Cc3ccccc3)C2=O)ccc1O	-61.6	-50.3	-165.7	-96.9	-38.8	-51.5	-204.6	-7.4	-64.3
Nc1nc2n(n1)C(c1ccc(F)cc1)CC(c1ccc(F)cc1)N2 (centres undefined)	3.3	6.3	-4.0	-0.6	-4.4	2.5	9.0	2.6	-3.3
NC(=O)COC(=O)c1ccccc1OCc1ccccc1	-5.3	1.1	2.0	-3.8	3.0	7.8	4.5	-1.0	-4.2
CCOC(=O)C1CCCN(c2cc(=O)n(Cc3ccc(F)cc3)c(=O)[nH]2)C1 (centres undefined)	-1.2	-3.6	-3.4	0.0	-1.4	8.4	-4.7	1.9	7.1
CC1=C(C(=O)OCC2CCCO2)C(c2cccc(O)c2)NC(=O)N1 (centres undefined)	-0.9	-1.8	-1.1	-1.7	2.5	-1.6	2.3	3.6	-2.8
O=C(CN1CCCCC1)Nc1ccc(S(=O)(=O)N2CCCCCC2)cc1	0.5	4.7	0.4	-2.4	0.5	1.5	-5.0	5.0	7.4
O=C(Nc1ccc(Br)cc1)c1cc(S(=O)(=O)Nc2ccccn2)ccc1Cl	-1.3	0.3	3.1	-0.6	-0.3	-14.4	4.9	4.7	-7.5
C=CCOC(=O)C1=C(C)Nc2nc3ccccc3n2C1c1ccncc1 (centres undefined)	-3.0	9.5	8.3	-1.9	1.2	6.1	6.2	-1.7	4.6
Cc1cc(Nc2cccc(C(F)(F)F)c2)n2nc(C)nc2n1	2.5	9.8	-7.6	3.0	-1.7	9.7	5.8	1.2	2.6
COc1ccccc1C(=O)CSc1n[nH]c(N)n1	-0.4	-1.6	-3.2	2.8	-0.9	12.4	4.6	6.5	2.3
O=C(O)c1ccc(OC(F)(F)C(F)C(F)(F)F)cc1 (centres undefined)	-1.6	7.3	2.2	5.6	-0.5	7.4	0.2	-0.7	5.8
CCN(c1ccccc1)S(=O)(=O)c1cc(C(=O)Nc2ccc(Br)cc2)ccc1F	-45.0	-34.3	-55.6	0.2	-28.9	-47.9	-17.8	-22.6	-73.4
Further records
SMILES	Fam108B inh	PAFAH1B2 FP inh	PME-1 primary	PAD4 FP inh	LYPLA1 inh	PAFAH1B3 FP inh	GSTO1 inh	pPAFAH inh	PAFAH2 FP inh
O=S(=O)(NCc1cccnc1)c1cc(Cl)ccc1Cl	3.1	3.6	-0.3	-3.3	1.3	7.2	3.2	9.7	5.3
Cc1nn(CCc2nn[nH]n2)c2nc(C(F)(F)F)cc(C(F)(F)F)c12	3.9	1.2	0.4	1.7	-0.7	16.2	10.8	6.9	-0.2
CCOC(=O)c1c(NC(=O)CN2C(=O)NC3(CCC(C)CC3)C2=O)sc(C(=O)N(C)C)c1C (centres undefined)	-1.0	17.4	-2.1	-5.7	-4.4	7.0	-4.2	0.3	0.1
Cc1ccc(C(=O)NCC(=O)OCC(=O)/C=C2\N(C)c3ccccc3C2(C)C)cc1C	-0.7	2.2	-2.4	-7.8	0.0	1.3	4.3	13.8	-2.8
O=C(CNS(=O)(=O)c1ccc(F)cc1)N1CCCCCC1	-0.3	3.9	4.7	1.9	3.2	4.1	2.4	0.5	4.1
Cn1c(=O)oc2cc(S(=O)(=O)NCCN3CCN(c4ccccc4F)CC3)ccc21	-1.3	2.5	2.4	2.8	-2.2	10.0	26.1	2.7	-3.9
Cc1ccc(C(=O)Nc2ncccc2O)o1	5.2	1.9	5.5	-3.7	2.4	-0.3	6.2	4.1	1.1
COc1ccc(CNc2nc3nc(C)c(Cl)c(=O)n3[nH]2)cc1OC	6.3	-1.1	1.5	-1.2	-1.6	1.9	-1.3	0.7	-1.4
C/C(=N\NC(=O)c1ccc2c(c1)OCO2)c1ccc(NS(C)(=O)=O)cc1	-0.9	6.7	0.0	2.8	-1.0	6.1	17.1	-7.3	1.4
O=C(CN(C(=O)c1csnn1)c1ccccc1C(F)(F)F)NC1CCCCC1	0.2	-0.5	1.1	-0.2	2.3	8.9	2.3	2.9	12.0
CC(C)(C)OC(=O)N1CCC(NC(=O)c2nc[nH]c2C(=O)NCc2ccccc2)CC1	nt	3.5	-6.3	-5.5	-2.0	4.1	nt	2.8	-2.7
COCCNC(=O)/C=C/c1c(Cl)cccc1Cl	1.8	-4.2	-4.6	0.8	-0.3	3.8	0.8	2.2	-2.2
O=S(=O)(Nc1cccc(-c2nc3cccnc3s2)c1)c1ccc2c(c1)CCCC2	-28.7	0.3	-41.1	-4.5	-30.2	-12.0	-11.3	-10.4	-33.8
